RGS4 pot – RGS4 potentiators or activators, primary screen, cell-based, HEK293 M3R inducible RGS4, calcium flux | B-score at 10 µM | 310,000 compounds, 0.92% hits | carbachol calcium flux Fluo4; stronger effect = lower value;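 active = B-score of the integrated calcium signal more than 4 SD below the library mean, with starting fluorescence not abnormally high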;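 also: negative B-score means reduced calcium response which marks RGS4 activation or potentiation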
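Test system: HEK293 cells with stable M3R and inducible RGS4; also added: carbachol at ECmax as muscarinic agonist stimulus; schedule: dye loading 30 min 37 °C, buffer rest 30 min RT; technique: kinetic calcium fluorescence imaging with Fluo4-AM dye, 2 µM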
KCNQ1 act – potentiators or activators of KCNQ1 channel, primary screen, cell-based, thallium flux, high-throughput. B-score at 10 µM. CHO-K1 KCNQ1, thallium flux FluxOR fluorescence; stronger effect = higher value. 310,000 compounds, 0.35% hits;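 active = fluorescence ratio B-score, a plate-corrected score, at least three library SD, with initial intensity B-score within 5 SD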
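Assay system: CHO-K1 cells stably expressing KCNQ1; Medium: assay buffer with matched DMSO; Also added: K+/Tl+ depolarizing stimulus; Dosing: single dose; Timing: dye 90 min, compound 20 min, room temperature; Measured by: kinetic FluxOR thallium fluorescence, 10-s 1-Hz baseline, 110-s post-stimulus read; Read-out: peak-minus-minimum fluorescence over initial fluorescence, negative-control normalized, B-scored.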
hERG rescue – hERG rescue from dofetilide block, primary screen, cell-based, CHO-hERG, FluxOR thallium flux, dofetilide IC70; activation (rescue from dofetilide block), less the hit threshold, % at 10 µM; 310,000 compounds, 0.51% hits; dofetilide IC70 present;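 active = activation above the mean of controls blocked by dofetilide plus 5 SD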;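 also: thallium influx through hERG after potassium depolarization seen as dye fluorescence rise; in these data hits start at about 4.7%; inactives centre near -7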
TMEM16A inh – TMEM16A chloride channel inhibitors, primary screen, cell-based, HTS | HEK293 TMEM16A/YFP iodide influx fluorescence, ionomycin | normalized B-score (activity score, 25-100; higher = stronger inhibition) at 10 µM | 310,000 compounds, 1.2% hits | AID 588511, 2011;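 active = ratio plate-corrected score three or more library SD toward inhibition, starting fluorescence score within five deviations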;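 also: score derived from kinetic fluorescence span divided by baseline fluorescence per well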
KCNK3 inh – human KCNK3 channel inhibitors, primary screen, CHO cells, FluxOR thallium flux, B-score; Potassium channel subfamily K member 3 (Homo sapiens), O14649; FluxOR fluorescence; stronger effect = lower value; B-score at 10 µM; 340,000 compounds, 0.84% hits; AID 602410, 2012;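 active = B-score under library mean minus 4 SD, starting fluorescence ratio at most library mean plus 5 SD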;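 also: more negative B-score means stronger inhibition of thallium flux through KCNK3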
Target sequence (O14649 whole entry, looked up): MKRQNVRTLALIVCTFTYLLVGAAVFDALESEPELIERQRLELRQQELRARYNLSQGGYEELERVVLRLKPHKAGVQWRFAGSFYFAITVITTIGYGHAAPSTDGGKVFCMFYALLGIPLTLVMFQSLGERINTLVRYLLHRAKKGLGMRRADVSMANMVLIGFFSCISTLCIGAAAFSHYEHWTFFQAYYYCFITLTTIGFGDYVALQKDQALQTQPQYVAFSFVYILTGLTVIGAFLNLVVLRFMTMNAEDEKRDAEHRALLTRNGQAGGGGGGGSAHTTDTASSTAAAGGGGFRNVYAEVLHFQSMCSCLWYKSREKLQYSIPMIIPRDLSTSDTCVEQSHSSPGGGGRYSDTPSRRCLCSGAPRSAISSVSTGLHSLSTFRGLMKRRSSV
HDAC3 inhib – HDAC3 deacetylase inhibitors, primary screen, biochemical, fluorescence, cell-free homogeneous; Histone deacetylase 3 (Homo sapiens), O15379; recombinant HDAC3, fluorogenic peptide/trypsin coupled; inhibition, % at 8.3 µM; 320,000 compounds, 0.15% hits; in the data active = inhibition above about 26%, passing the limit was not always enough; inconclusive = no clear call, values can overlap the other calls
Target sequence (O15379 whole entry, looked up): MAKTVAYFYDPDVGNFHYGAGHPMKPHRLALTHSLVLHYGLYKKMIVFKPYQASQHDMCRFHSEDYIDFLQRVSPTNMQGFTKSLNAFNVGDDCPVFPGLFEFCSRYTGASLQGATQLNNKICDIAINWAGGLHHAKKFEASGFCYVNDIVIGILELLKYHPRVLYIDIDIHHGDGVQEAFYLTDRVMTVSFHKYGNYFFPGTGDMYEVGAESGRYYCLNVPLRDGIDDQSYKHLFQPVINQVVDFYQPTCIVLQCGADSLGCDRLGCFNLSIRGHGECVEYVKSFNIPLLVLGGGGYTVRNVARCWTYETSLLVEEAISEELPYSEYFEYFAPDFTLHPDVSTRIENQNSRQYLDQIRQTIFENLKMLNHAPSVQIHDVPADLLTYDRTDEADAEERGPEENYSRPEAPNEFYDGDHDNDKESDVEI
ANO1 activ – TMEM16A chloride channel activators or potentiators, primary screen, cell-based, HTS. Anoctamin-1 (Mus musculus), Q8BHY3. HEK293 TMEM16A/YFP-H148Q/I152L, iodide quench fluorescence; stronger effect = lower value. B-score at 10 µM. 340,000 compounds, 0.3% hits. AID 623877, 2012;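 active = fluorescence-ratio B-score plate-corrected deviation score at least 3 library SD below zero, with starting fluorescence score within 5 deviations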;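 also: channel opened by trigger with iodide after compound preincubation; score built on the fluorescence ratio of max minus min over baseline; more negative score means more quench and so TMEM16A activation or potentiation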
KCNK9 block – KCNK9 potassium channel inhibitors, primary screen, HEK293 cells, thallium flux | B-score at 10 µM | AID 488922, 2010 | Potassium channel subfamily K member 9 (Homo sapiens), Q9NPC2 | FluxOR thallium flux fluorescence; stronger effect = lower value | 310,000 compounds, 1.2% hits;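 active = ratio B-score over 3 SD below the library mean, with starting fluorescence within 5 SD of its mean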;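 also: negative B-score means less thallium flux so channel inhibition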
RGS4 inh – RGS4 inhibitors, primary screen, cell-based, HEK293 M3R inducible RGS4, calcium flux. AID 463165, 2010. Regulator of G-protein signaling 4 (Homo sapiens), P49798. Fluo-4 calcium flux; stronger effect = higher value; triggered by carbachol at its EC20. B-score at 10 µM. 310,000 compounds, 0.45% hits;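 active = B-score, a plate-corrected calcium signal, over three deviations above library mean, with baseline fluorescence within five deviations of library mean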;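 also: RGS4 expression induced by doxycycline in cells with stable M3 receptor; B-score is computed from the integrated fluorescence ratio over baseline after carbachol; higher B-score means a larger calcium signal and so more RGS4 inhibition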
Target sequence (P49798 whole entry, looked up): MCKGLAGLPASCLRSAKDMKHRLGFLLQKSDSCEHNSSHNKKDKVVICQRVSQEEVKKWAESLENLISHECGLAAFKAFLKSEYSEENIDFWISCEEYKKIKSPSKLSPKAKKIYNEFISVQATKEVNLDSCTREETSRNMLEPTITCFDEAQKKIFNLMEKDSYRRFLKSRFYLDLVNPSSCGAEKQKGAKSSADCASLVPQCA
SKKanGAS inh – S. pyogenes SKKanGAS growth inhibitors in kanamycin, primary screen, streptokinase expression inhibitor project, SKKanGAS strain, BacTiter-Glo luminescence; 6 h; inhibition, % at 7.5 µM; 300,000 compounds, 1.3% hits; AID 1662, 2009;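 active = mean replicate score, as percent of positive control median, at least 50; inconclusive = mean below 50 but one replicate at or above 50; inactive = mean and every replicate below 50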;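 also: strain carries kanamycin resistance gene driven by streptokinase promoter and grows in 40 µg/ml kanamycin; loss of luminescence reflects streptokinase promoter inhibition or plain growth inhibition; 0% = median of DMSO wells and 100% = positive control at its reference dose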
KCNQ1 inh – inhibitors of human KCNQ1 channel, primary screen, cell-based, thallium flux, high-throughput. CHO-K1 KCNQ1, FluxOR thallium flux fluorescence; stronger effect = higher value. B-score at 10 µM. 310,000 compounds, 1.3% hits. AID 2642, 2010;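 active = compounds whose thallium flux B-score, printed positive for inhibition, exceeds three library SD while starting fluorescence stays within three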;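 also: channel opened by potassium depolarization with thallium stimulus after 20 min compound exposure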
Active calls of the source: *; i = inactive; ? = inconclusive; . = no result given.

Order of results – RGS4 pot	KCNQ1 act	hERG rescue	TMEM16A inh	KCNK3 inh	HDAC3 inhib	ANO1 activ	KCNK9 block	RGS4 inh	SKKanGAS inh	KCNQ1 inh
CCOc1ccc(Br)cc1S(=O)(=O)NC(=O)c1ccccc1
  i	i	-6	i	i	-8	i	i	i	-2	i
N#Cc1ccsc1NC(=O)CN1C(=O)NC2(CCCCC2)C1=O
  i	i	1	i	i	0	i	i	i	-1	i
CCOC(=O)CCc1c(C)c2ccc(OCc3ccc([N+](=O)[O-])cc3)cc2oc1=O
  i	i	-5	i	i	-2	i	i	i	0	i
CC1(C)N=C(N)N=C(N)N1c1cccc(C(=O)O)c1
  i	i	-4	i	i	0	i	i	i	6	i
NC(=O)COC(=O)C1CSC2(c3ccc(F)cc3)CCC(=O)N12 (configuration not stated)
  i	i	-8	i	i	-2	i	i	i	3	i
CCOc1ccc(CNC(=O)CCCC(=O)n2nc(C)c3ccccc32)cc1
  i	i	-9	i	i	.	i	i	i	-9	i
O=C(Nc1nn[nH]n1)C12CC3CC(CC(C3)C1)C2
  i	i	-7	i	i	0	i	i	i	1	i
Cn1c(=O)oc2cc(S(=O)(=O)NCCCN3CCCC3=O)ccc21
  i	i	-2	i	i	-8	i	i	i	4	i
CCc1ccccc1SCc1noc(C(=O)NCC2CCCO2)c1C(=O)O (configuration not stated)
  i	i	-10	i	i	4	i	i	i	7	i
Cc1c(CCOC(=O)c2cc([N+](=O)[O-])ccc2Cl)sc[n+]1CCCCS(=O)(=O)[O-]
  i	i	-12	i	i	-3	i	i	i	-1	i
COc1ccc(CCNC(=O)C2CCN(S(=O)(=O)c3ccc(-n4cnnn4)cc3)CC2)cc1OC
  i	i	-3	i	i	0	i	i	i	-5	i
CNS(=O)(=O)c1cccc(C(=O)OCc2csc(-c3ccccc3)n2)c1
  i	i	-3	i	i	3	i	i	i	-14	i
CCOC(=O)Cn1nc(-c2ccc(Cl)cc2)cc1N
  i	i	-6	100*	i	0	i	i	i	7	i
CCOc1ccccc1N1CN(Cc2ccccc2)CNC1=S
  i	i	-13	i	i	-2	i	i	i	9	i
OCCC1CN(Cc2cccnc2)CCN1CCc1ccccc1 (configuration not stated)
  i	i	-17	i	i	0	i	i	i	-3	7*
CCOC(=O)c1ccc(NC(=O)c2cc(=O)[nH]c3ccccc23)cc1
  i	i	-17	i	i	0	i	i	i	6	i
COCCCNC(=S)Nc1cc(C)c(C)cc1C
  i	i	-8	i	i	-7	i	i	i	5	i
CCN(C(=O)COC(=O)C1CCN(S(=O)(=O)c2cccs2)CC1)c1ccccc1
  i	i	-5	i	i	3	i	i	i	-3	i
COCCSc1ccccc1C(=O)N1CCc2ccccc2C1
  i	i	-5	i	i	-7	i	i	i	0	i
COc1ccc(/C(C)=N/N=C(N)N)c(OC)c1
  i	i	-11	i	i	5	i	i	i	2	i
CCOc1ccc(CNC(=O)C2Cc3cc(S(=O)(=O)N4CCCC4)ccc3N2C(C)=O)cc1 (configuration not stated)
  i	i	-8	i	i	3	i	i	i	25	i
CCOc1ccc(CCNC(=O)CSc2nn(-c3ccc(C)c(Cl)c3)c(=S)s2)cc1OCC
  i	i	-12	i	i	0	-6*	i	i	5	i
Cc1cc2cc(C=C(C#N)C#N)c(Cl)nc2cc1C
  i	i	-11	i	i	1	i	i	5.9*	0	i
CCCCNC(NCCCC)=C(S(=O)(=O)CC)S(=O)(=O)CC
  i	i	-16	25*	i	5	i	i	i	2	i
CCOc1ccc(Oc2ccc(Cl)cc2NC(=O)C2=COCCO2)cc1
  i	i	-12	i	i	-1	i	i	i	-1	i
Cc1oc(-c2ccc3c(c2)OCCO3)cc1C(=O)O
  i	i	-6	i	i	10	i	i	i	24	i
CC(C)(C)c1cc(Cl)ccc1OCCOCCN1CCCC1
  i	i	-8	i	i	0	i	i	i	2	i
O=C1c2cccc3c([N+](=O)[O-])ccc(c23)C(=O)N1CC1CCCO1 (configuration not stated)
  i	i	-14	.	i	.	i	i	i	3	6*
Cc1ccc(C(=O)C(C)OC(=O)Cn2c(C)csc2=O)cc1 (configuration not stated)
  i	i	-15	i	i	4	i	i	i	.	i
CC1C=CCC2C(=O)N(c3cccc(C(=O)NCCc4ccccc4)c3)C(=O)C12 (configuration not stated)
  i	i	-3	i	i	4	i	i	i	11	i
CC12CCC(=O)N1c1ccccc1C(=O)N2c1ccccc1 (configuration not stated)
  i	i	-11	i	i	-1	i	i	i	0	i
Clc1cc2cccnc2c2ccccc12
  i	i	-10	i	i	3	i	i	i	-2	i
Cc1ccc2c(c1)C1CN(C)CCC1N2C(=O)COc1ccc(N(C)C(=O)C(C)(C)C)cc1 (configuration not stated)
  i	i	-9	i	i	-4	i	i	i	-5	i
COc1cccc(OC)c1OCC(O)CN1CCN(c2ccccc2F)CC1 (configuration not stated)
  i	i	-3	i	i	-4	.	i	i	-2	i
Cn1cnnc1SCC(=O)NC1CCCCCC1
  i	i	-4	i	i	-1	i	i	i	-5	i
CC(C)CSc1nc2ccccc2c(=O)[nH]1
  i	i	-1	i	i	-2	i	i	i	7	i
O=C(CCc1ccccc1)NC1CCSC1=O (configuration not stated)
  i	i	-8	i	i	5	i	i	i	1	i
O=C(Nc1ccccc1Cl)c1ccccc1Cc1ccccc1
  i	i	-4	i	i	-2	i	i	i	3	i
CS/C(=N\S(=O)(=O)c1ccc(Cl)cc1)c1ccccc1
  i	i	-3	i	i	-2	i	i	i	4	i
CC(=O)OCC(=O)Nc1ccc([N+](=O)[O-])cc1Cl
  i	i	-1	i	i	10	i	i	i	-3	i
NC(=O)NOCc1ccc(Cl)cc1Cl
  i	i	-10	i	i	-9	i	i	i	-18	i
CCN(CC)S(=O)(=O)c1ccc(Cl)c(OC)c1
  i	i	-13	i	i	-1	i	i	i	1	i
CCCCCCN(C(=O)CCCCCN1C(=O)NC(c2ccc(-c3ccccc3)cc2)C(C(=O)OCc2ccccc2)=C1C)C(C(=O)NCCCC)C1CCCCC1 (configuration not stated)
  i	i	-8	.	.	.	.	i	i	9	i
COc1ccc(CSc2nnc(C)n2N)cc1[N+](=O)[O-]
  i	i	-9	i	i	-7	i	i	i	-2	i
COC(=O)c1cc(NS(=O)(=O)c2ccc3c(c2)c(=O)n(C)c(=O)n3C)cc(C(=O)OC)c1
  i	i	-6	i	i	8	i	i	i	7	i
c1coc(CN(Cc2ccco2)c2ncnc3c2oc2ccccc23)c1
  i	i	-9	100*	-12*	4	i	-18*	i	?	i
CCCCCC1NC(=O)NC1CCCCCC(=O)O (configuration not stated)
  i	i	-12	i	i	3	i	i	i	-2	i
COc1ccccc1N1CCN(C(=O)c2n[nH]c3ccccc23)CC1
  i	i	-23	i	i	?	i	i	i	-27	i
Cn1cc(CN2CCCC(C(=O)c3cc(F)ccc3F)C2)c2ccccc21 (configuration not stated)
  i	i	-12	i	i	4	i	i	i	-6	i
CCOc1ccccc1N(CC(=O)Nc1ccccc1C(=O)NCc1ccco1)S(C)(=O)=O
  i	i	-2	i	i	-1	i	i	i	1	i

New compounds follow:
Order of results – RGS4 pot	KCNQ1 act	hERG rescue	TMEM16A inh	KCNK3 inh	HDAC3 inhib	ANO1 activ	KCNK9 block	RGS4 inh	SKKanGAS inh	KCNQ1 inh
CN(C(=O)COC(=O)c1ccc([N+](=O)[O-])cc1Cl)C1CCCCC1
  i	i	-21	i	i	-3	i	i	i	-10	i
CCOCCCN(C(=O)Cn1nnc(-c2ccc(OC)c(OC)c2)n1)C(CC)C(=O)NC1CCCC1 (configuration not stated)
  i	i	1	i	i	-5	i	i	i	5	i
CCOc1ccc(CCNC(=O)C(O)c2ccccc2)cc1 (configuration not stated)
  i	i	-1	i	i	9	i	i	i	0	i
CC(C)(CO)NC(=O)C12CC3CC(CC(Br)(C3)C1)C2
  i	i	-1	i	i	-2	i	i	i	-3	i
C=CC(C)N1C(=O)S/C(=C\c2ccc(N3CCOCC3)cc2C)C1=O (configuration not stated)
  i	i	-6	i	i	0	i	i	i	34	i
Cc1cc(NC(=O)CSc2nnc(-c3ccco3)n2Cc2ccco2)no1
  i	i	-5	i	i	-3	i	i	i	3	i
CCCN(C(=O)c1cccc(S(=O)(=O)N2CCN(C)CC2)c1)c1c(N)n(Cc2ccccc2)c(=O)[nH]c1=O
  i	i	-14	i	i	2	i	i	i	-10	i
CCOc1ccc(-c2nc(-c3cccs3)c(CC(=O)O)s2)cc1OC
  i	i	-11	i	i	-5	i	i	i	5	i
CC(=O)c1cn(CC(=O)Nc2ccc(C)c(C)c2)c2ccccc12
  i	i	-10	i	i	-5	i	i	i	4	i
CCOC(=O)c1nnn(-c2nonc2N)c1-c1ccc(C)cc1
  i	i	-3	i	i	-8	i	i	i	4	i
CCOC(=O)NC(=O)/C(C#N)=N\Nc1cccc(OC)c1
  i	i	-5	i	i	6	i	i	i	7	i
CCN(Cc1cc2cc(OC)ccc2[nH]c1=O)C(=O)Cc1ccc(OC)cc1
  i	i	-6	i	i	-2	i	i	i	-2	i
Cc1cccc(NC(=O)C2CC3CCC2C3)c1C (configuration not stated)
  i	i	-4	i	i	2	i	i	i	1	i
